EBNA-1 inh: blocks EBNA-1 binding to DNA | EBNA-1 DNA binding, fluorescence polarization | inhibition, % at 14.8 µM | hit rate 0.34% among 300,000; in the data active = inhibition above about 28%
MEX-5 binding: C. elegans MEX-5 TCR-2 RNA binding activity | activity score (negative = inhibition of binding), % at 10 µM | MEX-5/FITC-TCR2 RNA binding, fluorescence polarization; hits give low values | hit rate 0.38% among 300,000;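 active = inhibition past about -25% in most replicates, and total fluorescence under double the plate's negative control median, limit read from the data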;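 also: 0% = DMSO and -100% = 5 µM competing unlabeled TCR2 RNA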
CR mimetic SO: caloric restriction mimetics inhibiting age-related superoxide in yeast | S. cerevisiae aged cells, superoxide DHE fluorescence; hits give low values | superoxide response (% of plate mean), % at 10 µM | hit rate 0.18% among 330,000 | AID 2690;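 active = superoxide response under a set limit, about three screen SD below normal, cut at about 65% in these data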;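 also: yeast aged for seven days with compound at 30 °C before DHE staining; 100% = average MFI of all compound-treated wells on the plate with controls excluded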
GLD-1 TGE inh: GLD-1-TGE RNA interaction inhibition (C. elegans); Q17339; purified GLD-1 + fluorescein TGE RNA, fluorescence polarization; inhibition, % at 5.96 µM; hit rate 0.44% among 320,000; AID 2280;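 active = percent inhibition above a per-plate cutoff, the plate mean of test compounds plus 3 SD, cut at about 30% in these data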;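 also: 0% = DMSO wells with GLD-1 and probe and 100% = wells lacking GLD-1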
ZTA counter: counter-screen for EBNA-1 inhibitors: inhibitors of Epstein-Barr virus ZTA; P03206; ZTA-DNA binding, fluorescence polarization; inhibition, % at 11 µM; hit rate 0.15% among 320,000; AID 2234; in the data active = inhibition above about 33%
Target sequence (P03206 whole entry, looked up): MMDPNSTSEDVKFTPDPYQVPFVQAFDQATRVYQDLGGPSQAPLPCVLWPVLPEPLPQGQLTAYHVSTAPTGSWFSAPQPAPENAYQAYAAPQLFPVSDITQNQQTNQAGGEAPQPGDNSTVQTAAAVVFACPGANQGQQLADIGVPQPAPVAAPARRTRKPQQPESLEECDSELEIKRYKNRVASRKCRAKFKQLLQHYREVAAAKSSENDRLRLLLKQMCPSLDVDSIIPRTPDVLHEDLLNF
Bcl-xL primary: Bcl-xL (human) inhibition; inhibition, % at 10.9 µM; hit rate 0.7% among 320,000; GST-Bcl-xL / FITC-Bim BH3 peptide fluorescence polarization; AID 2129; Q07817;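 active = inhibition above the mean of all tested compounds plus 3 SD, cutoff set per campaign, cut at about 30% in these data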;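 also: 0% = DMSO wells and 100% = unlabeled Bim-BH3 peptide competitor; inhibitors lower millipolarization by displacing the labeled peptide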
Target sequence (Q07817 whole entry, looked up): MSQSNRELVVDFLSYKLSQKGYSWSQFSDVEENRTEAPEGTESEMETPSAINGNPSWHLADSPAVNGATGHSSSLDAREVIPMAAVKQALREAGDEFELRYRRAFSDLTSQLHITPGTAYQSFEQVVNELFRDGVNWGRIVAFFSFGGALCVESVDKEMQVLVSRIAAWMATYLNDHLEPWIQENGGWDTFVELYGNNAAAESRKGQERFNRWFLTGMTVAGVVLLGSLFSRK
MCL1-BIM inh: MCL1-BIM-BH3 interaction inhibition (human); Q07820; GST-MCL1 / FITC-Bim-BH3 fluorescence polarization; inhibition, % at 10.9 µM; hit rate 0.68% among 320,000;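 active = inhibition above the mean inhibition of all tested compounds plus 3 SD, set per campaign, cut at about 40% in these data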;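 also: 0% = DMSO wells and 100% = unlabeled Bim-BH3 peptide control; higher means more loss of mP so more displacement of Bim peptide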
Target sequence (Q07820 whole entry, looked up): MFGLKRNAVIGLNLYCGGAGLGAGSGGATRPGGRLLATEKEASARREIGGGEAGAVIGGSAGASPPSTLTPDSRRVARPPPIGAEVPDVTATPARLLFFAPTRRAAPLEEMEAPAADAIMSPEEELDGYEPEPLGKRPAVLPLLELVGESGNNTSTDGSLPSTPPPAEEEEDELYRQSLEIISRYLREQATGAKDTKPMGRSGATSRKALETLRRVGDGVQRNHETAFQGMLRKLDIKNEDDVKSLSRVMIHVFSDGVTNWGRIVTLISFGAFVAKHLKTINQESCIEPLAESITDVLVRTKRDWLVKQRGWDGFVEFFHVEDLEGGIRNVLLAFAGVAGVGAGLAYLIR
Efflux pump inh: inhibitors of Candida antifungal efflux pumps expressed in yeast; hit rate 0.44% among 330,000; inhibition, % at 10 µM; AID 485275; S. cerevisiae Candida pump triplex, Nile Red efflux;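 active = plate passing quality check with inhibition over a set limit, or well fluorescence over plate mean plus 4 SD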;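 also: Nile Red retained in pooled yeast measured as flow cytometry median fluorescence; 0% = buffer negative control and 100% = Enniatin B positive control; higher means more Nile Red kept so more efflux inhibition; some compounds called inactive have numbers as strong as hits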
Fam108B counter: blocks mouse Fam108B hydrolase in RBBP9 counter-screen; recombinant Fam108B, FP-Rh probe fluorescence polarization; inhibition, % at 9.51 µM; hit rate 0.33% among 300,000; AID 1947;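 active = inhibition above the screen mean inhibition plus 3 SD, computed separately per campaign, cut at about 18% in these data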;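 also: inhibitors lower polarization as less probe binds the enzyme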
* = called active by the depositor; x = not tested or not shown. Rows were taken by chance. About 2.3% of those tested had a hit in this group.

SMILES | EBNA-1 inh | MEX-5 binding | CR mimetic SO | GLD-1 TGE inh | ZTA counter | Bcl-xL primary | MCL1-BIM inh | Efflux pump inh | Fam108B counter
CC1CCCCC1NC(=O)COn1nnc2ccc(Cl)cc21 (stereo not drawn) | -8 | -1.6 | 90 | 5 | 7 | 1 | -2 | 0.1 | 3
O=C(Oc1ccccc1)c1cccc2cccnc12 | -5 | -3.5 | 109 | 6 | 14 | 2 | 4 | 0.0 | -4
Cc1ccccc1/C=N/NC(=O)c1sccc1C | -7 | 3.9 | 116 | 0 | -3 | 2 | 4 | 0.0 | -2
Cc1ccc(C(C(=O)NC2CCCCC2)N(CC2CCCO2)C(=O)CNC(=O)c2ccco2)cc1 (stereo not drawn) | 9 | -3.4 | 88 | 1 | 1 | 2 | 5 | -0.1 | -3
CCn1c(=O)c(C(=O)NCCc2ccc(OC)c(OC)c2)c(O)c2ccccc21 | 20 | 4.0 | 95 | -3 | 3 | 3 | -4 | 0.0 | -2
CC(C)N1CCC2(CC1)Oc1ccc(Br)cc1C1CC(c3cccnc3)=NN12 (stereo not drawn) | -15 | 0.9 | 92 | 1 | -4 | 2 | 0 | 0.2 | -4
O=C(Nc1nnc(CC(=O)N2CCOCC2)s1)C1COc2ccccc2O1 (stereo not drawn) | -5 | 0.6 | 93 | 0 | -30 | 5 | 0 | 0.0 | 3
O=C(O)CNC(=O)C1COc2ccccc2O1 (stereo not drawn) | -1 | -0.8 | 99 | 6 | -11 | 5 | 5 | 0.1 | -4
O=C(NCCc1ccccc1)[C@@H]1CC=C[C@@H]2CCN(C3CCCCC3)C(=O)[C@@H]21 | 6 | -4.7 | 103 | -2 | 4 | 7 | 3 | 0.1 | -2
O=C(CSc1nnc(CNC(=O)c2ccccc2F)o1)Nc1cccc(C(F)(F)F)c1 | -11 | x | 94 | 3 | -6 | -1 | -3 | -0.2 | -1
Cc1c(C)c2ccc(OC(C)C(=O)N[C@@H](Cc3c[nH]c4ccccc34)C(=O)O)c(C)c2oc1=O (stereo partly drawn) | 0 | 1.5 | 85 | -2 | 2 | 7 | 1 | -0.2 | 5
CC(=O)N1CCc2cc(S(=O)(=O)NCCC(=O)Nc3ccc4c(c3)OCCO4)ccc21 | -1 | -0.4 | 113 | 3 | -18 | 5 | 6 | 0.4 | 3
CCn1cc(/C=C(\NC(=O)c2ccccc2Cl)C(=O)N2CCOCC2)c2ccccc21 | -1 | 2.9 | 86 | -17 | 3 | -3 | -9 | 0.2 | -3
COc1ccc(Cl)cc1C(=O)Nc1ccc(Br)c(C)n1 | 6 | 0.9 | 99 | 5 | 4 | 3 | 0 | 0.0 | 0
CN(C(=O)CN1CCCCCC1)c1c(N)n(Cc2ccccc2)c(=O)[nH]c1=O | x | x | 100 | 2 | -10 | 3 | -3 | -0.2 | x
CCOc1ccc(S(=O)(=O)N2CCOCC2)cc1NC(=O)C1CSC2(C)CCC(=O)N12 (stereo not drawn) | 0 | -0.7 | 102 | 3 | -18 | -6 | -12 | -0.1 | -5
Fc1ccccc1Cn1nnc(-c2ccc3c(c2)OCO3)n1 | -2 | -0.3 | 94 | -1 | -4 | 1 | -6 | -0.1 | 4
c1ccc(-n2nnnc2NCCc2c[nH]c3ccccc23)cc1 | -1 | -0.9 | 96 | 6 | -24 | 0 | -13 | 0.0 | 0
COC(=O)c1ccc(NC(=O)c2cccc(C)c2)cc1 | 8 | 4.4 | 97 | 5 | 14 | 4 | 7 | 0.0 | -1
CS(=O)(=O)c1ccc(NS(=O)(=O)c2ccc(Cl)c(C(=O)NCc3ccco3)c2)cc1 | x | x | 131 | 5 | 4 | -1 | 2 | 0.0 | x

Reformatted with tabs: part of the list above
canonical_smiles	EBNA-1 inh	MEX-5 binding	CR mimetic SO	GLD-1 TGE inh	ZTA counter	Bcl-xL primary	MCL1-BIM inh	Efflux pump inh	Fam108B counter
CCn1cc(/C=C(\NC(=O)c2ccccc2Cl)C(=O)N2CCOCC2)c2ccccc21	-1	2.9	86	-17	3	-3	-9	0.2	-3
COc1ccc(Cl)cc1C(=O)Nc1ccc(Br)c(C)n1	6	0.9	99	5	4	3	0	0.0	0

Next structures follow.
SMILES | EBNA-1 inh | MEX-5 binding | CR mimetic SO | GLD-1 TGE inh | ZTA counter | Bcl-xL primary | MCL1-BIM inh | Efflux pump inh | Fam108B counter
COC(=O)Nc1sc2c(c1C(=O)NC1CC1)CCCCCC2 | -6 | 3.9 | 104 | 3 | 7 | 5 | 1 | -0.4 | 1
CCc1ccccc1NC(=O)CSc1nnc(-c2ccco2)n1N | 9 | 0.3 | 103 | 7 | -8 | -3 | 2 | 0.0 | 4
Cc1ccc(-c2nn(C)c(=O)c3ccccc23)cc1S(=O)(=O)NCCN(C)C | -3 | 3.5 | 101 | -4 | 10 | 0 | -1 | 0.1 | 6
Cc1ccc(S(C)(=O)=O)cc1S(=O)(=O)Nc1ccccc1 | 9 | -0.1 | 105 | 9 | -6 | 3 | 5 | -0.4 | 2
CCc1ccc(N2CCN(C(=O)c3ccc(OC)c(OC)c3)CC2)cc1 | 1 | -0.7 | 86 | 1 | -1 | 2 | 1 | 0.1 | 0
CCCCCC(=O)Nc1cccc(S(=O)(=O)NC2=NCCC2)c1 | x | x | 105 | 5 | 0 | 8 | 0 | 0.0 | x
Nc1nc(NC(=O)CCC(=O)O)nn1-c1ccccc1 | 9 | -0.2 | 97 | 7 | -5 | 5 | 8 | -0.1 | -3
CN(C(=O)c1ccncc1)c1nnc(-c2ccccn2)s1 | -3 | 0.6 | 113 | -3 | -1 | -2 | -4 | 0.2 | 0
CCOC(=O)c1c(NC(=O)CN2CCN(c3ccc(Cl)cc3)CC2)sc(C)c1C | 10 | -0.7 | 102 | 2 | 1 | 3 | 0 | 0.1 | 3
CCOC(=O)N1CCN(C(=O)c2ccc3c(=O)n(-c4ccccc4F)c(=S)[nH]c3c2)CC1 | -8 | 2.5 | 87 | 3 | 10 | 0 | -12 | 0.2 | 3
O=C1NC(=O)C(Nc2cccc3ccccc23)S1 (stereo not drawn) | 4 | -5.3 | 94 | 7 | 4 | 12 | 9 | 0.0 | 5
CC(C)(C)NS(=O)(=O)c1cccc2nsnc12 | 2 | -1.9 | 92 | -6 | 9 | -2 | 2 | 0.2 | 1
Cc1cc(C)c(NC2=NCC(=O)N2C2CCCCC2)c(C)c1 | 9 | 1.7 | 93 | 0 | 3 | 4 | 0 | 0.0 | 2
O=C(CSCc1ccccc1F)NCc1ccc(F)cc1 | -3 | -1.3 | 109 | 7 | 8 | 2 | -4 | 0.1 | 0
CN1CCc2c(c3c(n2C)CCN(C)C3c2ccc(F)cc2)C1c1ccc(F)cc1 (stereo not drawn) | -7 | -4.4 | 105 | 1 | -3 | 13 | 20 | 0.1 | 5
Cc1ccc(C(=O)c2oc3ccccc3c2NC(=O)c2cc(-c3ccccc3O)n[nH]2)cc1 | 2 | 0.0 | 97 | 2 | 4 | -1 | 3 | 0.4 | -24
O=C(NC(=S)Nc1ccccn1)c1cc(-c2ccccc2)nc2ccccc12 | 11 | 1.9 | 106 | 2 | 8 | 1 | 0 | -0.1 | -15
CCOC(=O)Cn1c(=NC(=O)CSC(C)=O)sc2cc(OC)ccc21 | -5 | -0.9 | 98 | -4 | 0 | 7 | 13 | 0.2 | -6
O=S(=O)(Nc1ncn[nH]1)c1ccc2ccccc2c1 | -4 | 7.4 | 115 | -7 | 1 | 6 | -1 | 0.1 | 0
COc1ccc(N=C(NN)c2ccc3ccccc3n2)cc1 | 9 | -4.7 | 95 | -3 | -2 | 5 | 6 | -1.5 | 3
COC(=O)/C=C1/S/C(=N/NC(=O)c2ccccc2OC)NC1=O | 6 | -2.0 | 89 | 2 | 19 | 2 | 0 | 0.0 | -3
CCO[C@H]1OC(C(=O)N2CCN(Cc3ccccc3)CC2)=C[C@@H](c2cn(C(C)=O)c3ccccc23)[C@@H]1CCCO | 9 | 2.2 | x | 7 | 4 | 5 | 5 | x | 2
CCc1nc2ccccc2c(C(=O)Nc2cccc(C)c2)c1C | -4 | 0.9 | 105 | 2 | -5 | -2 | -3 | 0.0 | -2
CC(C)C(=O)NC(c1ccco1)c1ccc2cccnc2c1O (stereo not drawn) | 9 | 2.1 | 81 | 3 | -16 | 8 | 5 | -0.2 | 3
O=C(CN1C(=O)c2ccccc2S1(=O)=O)Nc1ccc(S(=O)(=O)N2CCCC2)cc1 | 1 | -1.8 | 88 | -2 | -9 | 0 | -9 | -0.2 | 1
CC(=O)Nc1ccc(S(=O)(=O)NCc2cc(=O)n(C)c(=O)n2C)cc1 | 6 | -0.5 | 91 | 4 | 3 | 1 | -3 | 0.1 | 5
C=CCNC(=S)N(C1CCCCC1)C1CCCCC1 | -6 | 1.3 | 97 | 3 | 20 | 2 | 8 | 0.0 | -1
Cc1cc2c(s1)c1cnn(CC(=O)NCCc3ccccc3)c(=O)c1n2C | -2 | 2.5 | 98 | -1 | -13 | 5 | 10 | 0.0 | -18
CCCCc1cc(=O)oc2cc(C)cc(OCC(=O)NC(Cc3ccc(Cl)cc3)C(=O)O)c12 (stereo not drawn) | 2 | 0.4 | 102 | -2 | -15 | 11 | 5 | 0.5 | 2
COc1ccc(C(C)=O)cc1COC(=O)CSCC(=O)Nc1ccc(C)cc1 | -8 | -1.6 | 83 | 2 | 6 | 0 | -14 | -0.1 | 1
CCOc1ccccc1C(=O)NCC(=O)NCC(c1ccc(OC)cc1)N1CCOCC1 (stereo not drawn) | -3 | 0.3 | 102 | -3 | 1 | -6 | -11 | 0.0 | -3
COc1ccccc1-c1ccc(C(=O)O)o1 | 0 | 3.0 | 111 | -2 | 20 | 0 | -1 | 0.0 | 2
C/C(=N\S(=O)(=O)c1ccc(C)cc1)NC(=S)Nc1ccccc1 | -8 | 0.1 | 115 | 5 | -20 | 5 | -7 | 0.0 | 1
COC(=O)CN1C(c2ccccc2)=Nc2ccc(Cl)cc2C1c1ccccc1 (stereo not drawn) | -2 | -1.0 | 83 | 8 | -1 | 0 | 0 | 0.0 | -1
CC(=O)N/C(=C/c1ccc2c(c1)OCO2)C(=O)O | -21 | 0.3 | 107 | -6 | -15 | 2 | 0 | -0.1 | 2
Cc1onc(-c2ccccc2)c1C(=O)c1c[nH]c(C(=O)NCc2ccccn2)c1 | 4 | -1.3 | 90 | 10 | -14 | -1 | 6 | -0.2 | 0
O=C(NCC1CCCO1)C(c1cccs1)N(C(=O)c1ccc(-c2ccccc2)[nH]1)C1CCCC1 (stereo not drawn) | -5 | 5.4 | 74 | 2 | -12 | 3 | 2 | -0.1 | 0
Cc1ccccc1C(=O)N/N=C1/SCC(=O)N1Cc1ccc2c(c1)OCO2 | -10 | 0.5 | 114 | 5 | -14 | 2 | -1 | 0.1 | -3
COc1ccc(-n2ccnc2CN2CCN(C3CCCC3)C(CCO)C2)cc1 (stereo not drawn) | 5 | -0.8 | 107 | -7 | 18 | -1 | 5 | -0.1 | 6
COc1ccc(C)cc1NC(=O)C(Sc1nncn1C)c1ccccc1 (stereo not drawn) | 5 | 1.7 | 86 | -7 | 12 | -3 | 4 | -0.2 | 1
Cc1cc(C)cc(NCc2cc3c(cc2[N+](=O)[O-])OCO3)c1 | -6 | 0.5 | 103 | 3 | -12 | -3 | 0 | -0.1 | 0
COC(=O)CSc1nnc(C)n1-c1cccc(OC)c1 | 6 | 0.0 | 104 | 3 | 12 | 0 | -4 | 0.0 | -1
COc1ccc2cc(/C=C3\SC(=S)NC3=O)c(N3CCOCC3)nc2c1 | 10 | -26* | 116 | -5 | 5 | -20 | -59 | 0.0 | 14

Source: PubChem (several laboratories)
